hIAP act: human IAP activation. P09923. purified human IAP, CDP-Star luminescence, 30 min; hits give high values; 1 = vehicle-only enzyme, 0 = enzyme-free background. activation factor at 10 µM. 330,000 compounds, 0.16% hits. AID 2524;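 active = activation factor of the enzyme at least 2-fold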; also: the source names both 10 and 20 µM as test concentration; values of inactives mirror those of a sister screen read the other way
Target sequence (P09923 whole entry, looked up): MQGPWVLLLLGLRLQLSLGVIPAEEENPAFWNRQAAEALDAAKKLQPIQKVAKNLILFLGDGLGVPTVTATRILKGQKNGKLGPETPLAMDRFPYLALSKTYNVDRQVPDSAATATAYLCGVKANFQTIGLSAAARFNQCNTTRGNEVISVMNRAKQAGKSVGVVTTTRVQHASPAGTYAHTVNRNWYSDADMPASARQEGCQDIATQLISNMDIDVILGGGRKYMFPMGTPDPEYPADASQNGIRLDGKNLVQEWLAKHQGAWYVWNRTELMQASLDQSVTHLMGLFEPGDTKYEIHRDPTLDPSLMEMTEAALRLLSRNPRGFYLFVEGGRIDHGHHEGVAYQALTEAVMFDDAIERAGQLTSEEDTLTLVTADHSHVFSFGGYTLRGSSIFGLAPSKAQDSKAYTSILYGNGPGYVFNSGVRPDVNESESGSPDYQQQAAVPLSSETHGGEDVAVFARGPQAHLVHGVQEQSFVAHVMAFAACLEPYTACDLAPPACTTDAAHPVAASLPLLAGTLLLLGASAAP
NALP3 yeast inh: NALP3 inhibition in yeast; Yeast reconstituted NLRP3/ASC/caspase-1, beta-gal luminescence, 24 h; inhibition, % at 10 µM; 330,000 compounds, 0.39% hits;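 active = inhibition of 50% or more; inactive = inhibition below 50%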;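 also: plate controls were induced DMSO wells for no effect and uninduced yeast grown without galactose for full effect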
mIAP inh: blocks mouse intestinal alkaline phosphatase. purified mouse IAP, CDP-Star luminescence, 30 min. 330,000 compounds, 0.2% hits. inhibition, % at 10 µM;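 active = inhibition of at least 40% at 10 µM in the primary screen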;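 also: plate controls were DMSO with enzyme for no effect and no enzyme wells for full effect; values of inactives mirror those of a sister screen read the other way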
ATG4B inhibitor: inhibitors of human ATG4B cysteine protease; AID 504462; 340,000 compounds, 0.51% hits; inhibition, % at 8.33 µM; ATG4B cleavage of LC3-PLA2, NBD-HPC fluorescence, 1 h; Q9Y4P1; in the data active = inhibition above about 40%
Target sequence (Q9Y4P1 whole entry, looked up): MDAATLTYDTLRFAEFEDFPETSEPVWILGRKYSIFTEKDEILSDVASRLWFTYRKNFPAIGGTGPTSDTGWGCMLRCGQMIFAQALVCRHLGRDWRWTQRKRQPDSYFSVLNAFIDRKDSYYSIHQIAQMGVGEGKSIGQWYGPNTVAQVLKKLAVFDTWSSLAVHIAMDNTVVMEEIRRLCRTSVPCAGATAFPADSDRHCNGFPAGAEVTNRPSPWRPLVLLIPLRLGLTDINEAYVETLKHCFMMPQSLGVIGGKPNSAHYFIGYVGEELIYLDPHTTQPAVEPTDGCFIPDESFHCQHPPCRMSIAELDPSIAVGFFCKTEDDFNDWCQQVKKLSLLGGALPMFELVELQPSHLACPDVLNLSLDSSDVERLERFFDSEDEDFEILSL
hIAP inh: blocks human intestinal alkaline phosphatase | AID 2544 | purified IAP, CDP-Star luminescence, 30 min | inhibition, % at 10 µM | 330,000 compounds, 0.12% hits;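 active = inhibition reaching a set limit with compound at 10 µM in the primary screen, cut at about 35% in these data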;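 also: plate controls were DMSO wells with enzyme for no effect and no-enzyme buffer wells for full effect; values of inactives mirror those of a sister screen read the other way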
TIM10 inh: inhibits growth of TIM10 yeast strain | S. cerevisiae TIM10 strain growth, BacTiter-Glo luminescence, 24 h | inhibition, % at 10 µM | 330,000 compounds, 1.4% hits | AID 463195;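 active = inhibition of 40% or more at the single tested concentration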;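 also: wild-type TIM10 isogenic control strain grown at permissive 25 °C; 0% = DMSO yeast wells and 100% = minimal medium wells without yeast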
mIAP act: increases mouse intestinal alkaline phosphatase activity; 330,000 compounds, 0.24% hits; activation factor at 10 µM; muIAP, CDP-Star luminescence, 30 min; hits give high values; 1 = vehicle-only enzyme signal, 0 = enzyme-free wells; AID 2805;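 active = activation factor of at least 2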; also: the source names both 10 and 20 µM as test concentration; values of inactives mirror those of a sister screen read the other way
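Assay system: mouse IAP enzyme / Compound: DMSO-dissolved test compounds / Timing: 30 min, room temperature / Measured by: luminescence from enzymatic CDP-Star hydrolysis / Control set: DMSO-only wells, enzyme-free buffer wells as negative control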
Apaf1 inhib: blocks human Apaf-1 apoptosome activity. AID 489030. O14727. inhibition, % at 20 µM. reconstituted apoptosome caspase-3 activity, DEVD-Rh110 fluorescence. 330,000 compounds, 0.71% hits; active = inhibition of at least 40% at 20 µM;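 also: plate controls were DMSO wells for no effect and DEVD-CHO caspase inhibitor wells for full effect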
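Material: biochemical Apaf-1 apoptosome reconstitution. Medium: Hepes buffer, pH 7.5. Also added: cytochrome c activation, bis-DEVD rhodamine 110 substrate. Timing: 30 min compound preincubation, 50 min activation, room temperature. Measured by: rhodamine 110 fluorescence at Ex 480/Em 540 nm.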
tim10-1 inh: tim10-1 yeast growth inhibition | S. cerevisiae tim10-1 ts strain growth, BacTiter-Glo, 24 h | inhibition, % at 20 µM | 330,000 compounds, 2.2% hits | AID 463190;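 active = inhibition of at least 40%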;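 also: mutant grown at 25 °C; 0% = DMSO wells with yeast and 100% = wells holding no yeast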
Starred values were filed as active, the others as inactive; i = inactive; . = not tested or not shown. Some of the compounds tested, so the mix of outcomes need not match the whole.

SMILES	hIAP act	NALP3 yeast inh	mIAP inh	ATG4B inhibitor	hIAP inh	TIM10 inh	mIAP act	Apaf1 inhib	tim10-1 inh
Cn1ncc(Cl)c1C(=O)N1CCC2(CC1)OCCO2	0.8	12	4	-5	20	1	0.96	-5	1
CCOc1cc2c(cc1OCC)-n1cccc1C(c1ccc(C)cc1C)NC2 (stereo not drawn)	0.98	29	1	4	2	20	0.99	22	24
COc1ccc(OC)c(N2C(=O)NC(=O)C3(Cc4cc(C)ccc4N(C)C3)C2=O)c1 (stereo not drawn)	1.8	-4	-6	2	-84	12	1.1	4	-12
COc1ccc(-n2c(O)c(C=NCc3ccc4c(c3)OCO4)c(=O)[nH]c2=O)cc1	1.4	34	0	2	-38	4	1	-19	1
O=C(CN1CCCC1=O)N1CCOCC1	0.88	16	-10	-3	12	-12	1.1	10	0
CCC(=NCCC(c1ccccc1)c1ccccc1)c1c(O)[nH]c(=O)[nH]c1=O	1.2	-1	-5	-10	-20	-62	1.1	19	-27
COCCCn1c(-c2ccc(OC)cc2)cc(C(=O)NC2CCCCCCC2)c1C	0.88	19	-1	15	12	41*	1	6	54*
CCCCC(=O)C1C(=O)NC(=O)NC1=O	0.95	10	2	-8	5	-8	0.98	7	4
Fc1ccc(Cn2nnnc2CN2CCC(n3nnc4cc(C(F)(F)F)ccc43)CC2)cc1	1.1	2	-6	-5	-10	24	1.1	5	15
Clc1ccc(C(OCCN2CCCCC2)c2ccccc2)cc1 (stereo not drawn)	1	20	8	-9	-2	0	0.92	7	15
N=C1c2ccccc2CN1c1cccc([N+](=O)[O-])c1	0.98	5	6	3	2	9	0.94	-4	13
CCN1CCN(C(=O)Cc2coc3ccc4ccccc4c23)CC1	1.1	1	-1	6	-12	3	1	-8	12
O=C1Nc2cc(C(=O)N3CCC4(CC3)OCCO4)ccc2NC1CSCc1cccc(F)c1 (stereo not drawn)	0.87	4	14	.	13	13	0.86	16	2
COc1cccc(CN2CCN(Cc3cccc(F)c3)CC2)c1	0.97	24	5	4	3	-3	0.95	8	-9
CCN(CC)C(=O)c1ccc(NC(=O)c2ccc(-c3nn(C)c(=O)c4ccccc34)cc2)cc1	1.1	23	3	2	-9	-1	0.97	7	-9
COc1ccc(CNCCc2cccc(F)c2)c2ccccc12	1.2	25	15	.	-19	21	0.85	8	15
CCN1CCN(c2nc3c(c(=O)[nH]2)CCCC3)CC1	1.1	29	-5	-4	-5	-8	1.1	4	3
NP(=O)(OCCCc1ccccc1)c1ccccc1 (stereo not drawn)	1.1	16	-3	-6	-6	-11	1	-13	12
CCCNC(=O)N1C2CCC1CC(O)(c1cccnc1)C2 (stereo not drawn)	0.78	7	-8	-7	22	-9	1.1	-10	13
COc1ccc(C(=O)C(Cc2ccccc2)N(C)C)cc1 (stereo not drawn)	0.98	56*	-1	-6	2	-4	1	9	22
CCOc1cc(CNCCc2ccccc2F)ccc1OC	0.99	27	-1	-5	1	15	1	8	23
COc1ccc(OCC#CCN2CCC(C)CC2)cc1	0.88	14	7	-1	12	9	0.93	-14	0
O=C(Cc1ccccc1)N1CCN(CC2CC=CCC2)CC1 (stereo not drawn)	1.1	29	-3	-5	-8	-6	1	-3	21
Cc1ccc(Cn2nnnc2CN2CCC(n3nnc4cc(C(F)(F)F)ccc43)CC2)cc1	1	14	11	-16	-1	33	0.89	31	36
C[C@]12CC[C@H](O)CC1=CC[C@@H]1[C@@H]2CC[C@]2(C)C(=O)CC[C@@H]12	0.94	44	-1	1	6	-143	1	-8	-61

(listing goes on)
SMILES	hIAP act	NALP3 yeast inh	mIAP inh	ATG4B inhibitor	hIAP inh	TIM10 inh	mIAP act	Apaf1 inhib	tim10-1 inh
O=c1oc2ccccc2c(O)c1C(c1ccccn1)c1c(O)c2ccccc2oc1=O	1	-5	-1	-2	-5	18	1	-7	-4
Cc1ccc(CS(=O)(=O)Cc2ccc(C(=O)N3CCC4(CC3)OCCO4)o2)cc1	1.2	9	6	13	-22	14	0.94	-22	6
CCn1c(O)c(/C=N/NC(=O)c2ccccc2)c(=O)[nH]c1=S	0.9	2	40	10	10	15	0.6	-19	6
CN1C(=O)NC(=O)[C@]2(Cc3ccccc3N3CCN(c4ccccc4)CC32)C1=O (stereo partly drawn)	0.84	10	7	12	16	-7	0.93	4	28
O=C1/C(=C\c2cc3c(cc2Cl)OCO3)N2CCC1CC2	0.98	5	-2	-8	2	28	1	4	33
Cc1ccc(CN2C3CCCC2CC(NC(=O)Nc2cccc(F)c2)C3)cc1 (stereo not drawn)	2.2*	7	i	-1	-117	-2	11*	-1	-6
CN1c2ccc([N+](=O)[O-])cc2CC2(C(=O)NC(=O)N(c3ccccc3)C2=O)C1c1ccccc1 (stereo not drawn)	1.2	20	23	-3	-21	15	0.77	16	17
O=C(O)C1=CC2c3ccccc3C1c1ccccc12	1	4	2	-5	-4	-1	0.98	-11	8
O=C(c1cc(F)ccc1F)C1CCCN(Cc2ccc3nonc3c2)C1 (stereo not drawn)	1.1	22	12	-4	-8	-1	0.88	-7	-7
C=C1N2CCC(CC2)C1(O)c1ccccc1C (stereo not drawn)	1.1	5	-13	0	-11	-23	1.1	0	-8
CC(C)Nc1ccc(Nc2ccccc2)cc1	0.94	31	-2	1	6	14	1	18	14
CCc1ccc(N2C(=O)NC(=O)/C(=C/c3cccn3CCOc3ccc(C(C)CC)cc3)C2=O)cc1 (stereo not drawn)	1.1	20	10	-14	-10	1	0.9	34	17
CC(C(=O)Nc1ccc(Cl)cc1Cl)N1CC=C(c2ccccc2)CC1 (stereo not drawn)	0.87	6	6	-4	13	15	0.94	7	22
Fc1ccc2c(c1)nnn2C1CCN(Cc2nnnn2CCc2ccccc2)CC1	0.83	-5	-2	-17	17	27	1	24	40*
O=C(Cc1ccccc1)OC(COCc1ccccc1)CN1CCOCC1 (stereo not drawn)	1.1	14	-2	-3	-11	1	1	-5	1
COc1ccc(CCNC(C)CCc2ccc(OC)cc2)cc1 (stereo not drawn)	1.3	33	-15	0	-27	-14	1.2	-1	-4
C[C@]12CCC3C(CC[C@H]4C[C@H](O)CC[C@]34C)C1[C@@H](O)C[C@@H]2O (stereo partly drawn)	0.85	31	0	0	15	-15	1	3	-13
COc1cc(CN=C(C)c2c(O)n(C)c(=O)n(C)c2=O)cc(OC)c1	0.93	16	5	-7	7	11	0.95	-7	3
S=C=Nc1cccc(C2(N3CCCCC3)CCCCC2)c1	1.1	29	-98	0	-5	-7	2	0	17
C#CC1(O)C=CC2C3CCC4=CC(=O)CCC4C3CCC21CC (stereo not drawn)	1.1	38	1	-2	-7	-63	0.99	6	-21
O=c1[nH]c(=S)n(Cc2ccc(F)cc2)c(O)c1C=NCC1CCCO1 (stereo not drawn)	0.78	24	2	-6	22	21	0.98	14	33
CCOC(=O)/C(=N\Nc1ccccc1)N1CC1	0.97	9	-8	-6	3	2	1.1	-1	-22
CC[n+]1c(/C=C/C=C/c2ccc(N(C)C)cc2)sc2ccccc21	0.67	13	17	29	33	82*	0.83	2	85*
CCN(CC)c1ccc(C=C2C(=O)N(C)C(=S)N(C)C2=O)o1	1.1	29	35	8	-6	18	0.65	-8	38
COC(=O)C(O)(c1ccc(NC(=O)c2ccco2)c(OC)c1)C(F)(F)F (stereo not drawn)	0.95	7	4	3	5	-8	0.96	-6	2

Other structures follow.
SMILES	hIAP act	NALP3 yeast inh	mIAP inh	ATG4B inhibitor	hIAP inh	TIM10 inh	mIAP act	Apaf1 inhib	tim10-1 inh
COc1cc2c3cc1Oc1cc(ccc1O)C[C@@H]1c4c(cc(OC)c(O)c4Oc4cccc(c4)C[C@@H]3N(C)CC2)CC[N+]1(C)C	0.91	12	-1	-4	9	6	1	-5	-14
NCCc1ccc(S(N)(=O)=O)cc1	0.98	16	-18	-6	2	-10	1.2	3	-4
COc1cc(C(=O)Nc2ccc(Br)cc2C(=O)c2ccccc2)cc(OC)c1OC	0.86	5	-2	7	14	2	1	8	-13
O=C(COc1ccc(Br)cc1)N1CCN(Cc2c[nH]c3ccccc23)CC1	1.1	-2	-3	-6	-11	12	1	18	30
CC(=O)C1CCC2C3CCC4CC(O)CCC4(C)C3CCC12C (stereo not drawn)	0.92	59*	4	-8	8	11	0.95	13	34
Cc1ccc(OP(=O)(NCc2ccccc2)Oc2ccc(C)cc2)cc1	1.2	-10	-12	28	-17	6	1.1	33	17

Laid out differently: results already given
molecule,hIAP act,NALP3 yeast inh,mIAP inh,ATG4B inhibitor,hIAP inh,TIM10 inh,mIAP act,Apaf1 inhib,tim10-1 inh
Cn1ncc(Cl)c1C(=O)N1CCC2(CC1)OCCO2,0.8,12,4,-5,20,1,0.96,-5,1
CCOc1cc2c(cc1OCC)-n1cccc1C(c1ccc(C)cc1C)NC2 (stereo not drawn),0.98,29,1,4,2,20,0.99,22,24
COc1ccc(OC)c(N2C(=O)NC(=O)C3(Cc4cc(C)ccc4N(C)C3)C2=O)c1 (stereo not drawn),1.8,-4,-6,2,-84,12,1.1,4,-12
COc1ccc(-n2c(O)c(C=NCc3ccc4c(c3)OCO4)c(=O)[nH]c2=O)cc1,1.4,34,0,2,-38,4,1,-19,1
O=C(CN1CCCC1=O)N1CCOCC1,0.88,16,-10,-3,12,-12,1.1,10,0
CCC(=NCCC(c1ccccc1)c1ccccc1)c1c(O)[nH]c(=O)[nH]c1=O,1.2,-1,-5,-10,-20,-62,1.1,19,-27
COCCCn1c(-c2ccc(OC)cc2)cc(C(=O)NC2CCCCCCC2)c1C,0.88,19,-1,15,12,41*,1,6,54*
CCCCC(=O)C1C(=O)NC(=O)NC1=O,0.95,10,2,-8,5,-8,0.98,7,4
Fc1ccc(Cn2nnnc2CN2CCC(n3nnc4cc(C(F)(F)F)ccc43)CC2)cc1,1.1,2,-6,-5,-10,24,1.1,5,15
Clc1ccc(C(OCCN2CCCCC2)c2ccccc2)cc1 (stereo not drawn),1,20,8,-9,-2,0,0.92,7,15
N=C1c2ccccc2CN1c1cccc([N+](=O)[O-])c1,0.98,5,6,3,2,9,0.94,-4,13
CCN1CCN(C(=O)Cc2coc3ccc4ccccc4c23)CC1,1.1,1,-1,6,-12,3,1,-8,12
O=C1Nc2cc(C(=O)N3CCC4(CC3)OCCO4)ccc2NC1CSCc1cccc(F)c1 (stereo not drawn),0.87,4,14,.,13,13,0.86,16,2
COc1cccc(CN2CCN(Cc3cccc(F)c3)CC2)c1,0.97,24,5,4,3,-3,0.95,8,-9

High-throughput results: PubChem BioAssay, Sanford-Burnham Center for Chemical Genomics
